From PubChem
3CLpro inhibitor: SARS-CoV 3CLpro protease inhibition; inhibition, % at 6 µM; P0C6X7; recombinant SARS-CoV 3CLpro, quenched FRET peptide cleavage; AID 1706; hit rate 0.14% among 290,000; in the data active = inhibition above about 12%
MazF activator: increases E. coli MazEF RNase cleavage of RNA. FAM/BHQ RNA-DNA oligo cleavage fluorescence, 5 h. activation, % at 20 µM. hit rate 0.32% among 350,000. AID 504720; in the data active = activation above about 50%
Target sequence (P0AE70 whole entry, looked up): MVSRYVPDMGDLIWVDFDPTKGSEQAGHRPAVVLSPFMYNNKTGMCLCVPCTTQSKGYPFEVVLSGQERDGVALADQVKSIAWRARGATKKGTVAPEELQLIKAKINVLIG
VHR inh abs: blocks human VHR1 dual specificity phosphatase | recombinant VHR phosphatase, pNPP absorbance | inhibition, % at 13.3 µM | hit rate 0.52% among 290,000; in the data active = inhibition above about 50%; also: some compounds called inactive have numbers as strong as hits
Target sequence (P51452 whole entry, looked up): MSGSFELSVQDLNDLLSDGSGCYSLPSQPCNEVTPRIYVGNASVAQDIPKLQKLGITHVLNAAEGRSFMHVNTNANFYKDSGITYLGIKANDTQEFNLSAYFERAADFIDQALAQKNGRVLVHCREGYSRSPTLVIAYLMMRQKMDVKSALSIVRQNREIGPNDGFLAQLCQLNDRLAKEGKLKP
SSB-PriA inh: inhibitors of Klebsiella pneumoniae PriA binding to SSB C-terminal tail; hit rate 0.6% among 430,000; inhibition, % at 33 µM; AlphaScreen SSBct-PriA binding, biotinylated peptide; in the data active = inhibition mostly above about 37%, no sharp cut-off; inactive = mostly below about 20%;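 also: plate controls were negative control peptide for no effect and reference peptide for full effect; strong numbers were not always called active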
Y pestis TopoI: inhibitors of Yersinia pestis topoisomerase I | hit rate 0.064% among 360,000 | activity, % at 10 µM | Y. pestis Topo-I cleavage product accumulation, plate reader; in the data active = activity above about 50%, passing the limit was not always enough; also: inactives centre near 2
CCHFV vOTU inh: blocks the CCHF virus ovarian tumor domain protease; AID 651958; hit rate 0.55% among 370,000; inhibition, % at 11.5 µM; CCHFV vOTU protease, Pep-AMC fluorescence; in the data active = inhibition above about 30%; also: 0% = vehicle wells with enzyme and 100% = no enzyme wells
Rv3671c protease: Rv3671c (M. tuberculosis) protease inhibition. AID 2606. inhibition, % at 5.96 µM. P9WHR9. hit rate 0.048% among 320,000; in the data active = inhibition above about 38%;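 also: extracellular domain of Rv3671c used as enzyme; 0% = enzyme with DMSO and 100% = no enzyme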
Target sequence (P9WHR9 whole entry, looked up, the tested form may be a part): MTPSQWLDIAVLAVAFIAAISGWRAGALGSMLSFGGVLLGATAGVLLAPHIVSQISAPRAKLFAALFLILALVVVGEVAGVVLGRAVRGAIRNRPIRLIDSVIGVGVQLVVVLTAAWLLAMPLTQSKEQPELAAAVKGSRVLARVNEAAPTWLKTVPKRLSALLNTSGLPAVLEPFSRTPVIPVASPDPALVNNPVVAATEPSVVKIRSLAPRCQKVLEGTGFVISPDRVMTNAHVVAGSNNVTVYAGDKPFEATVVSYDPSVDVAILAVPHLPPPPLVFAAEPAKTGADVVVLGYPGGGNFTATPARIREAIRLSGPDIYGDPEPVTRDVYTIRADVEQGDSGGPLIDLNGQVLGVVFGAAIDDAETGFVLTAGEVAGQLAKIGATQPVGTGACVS
TcdB inh: TcdB glycohydrolase inhibition; P18177; inhibition, % at 9.99 µM; AID 652162; TcdB glycohydrolase enzymatic assay, plate reader; hit rate 0.24% among 350,000; in the data active = inhibition above about 10%
BH1578 lux ind: induces V. cholerae light production without autoinducers. V. cholerae BH1578 lux reporter, luminescence, 6 h. activation, % at 18.7 µM. hit rate 0.16% among 350,000; in the data active = activation mostly above about 9.7%, no sharp cut-off; also: not every result past the cut was called active; inactives centre near 0; reference of the scale not given here
PrPC surface inh: cell surface PrPC inhibition, primary TR-FRET screen; P04156; TR-FRET read-out; inhibition, % at 13.8 µM; hit rate 0.43% among 370,000; in the data active = inhibition above about 24%; also: 0% = median of the test wells and 100% = reference compound wells
The depositor's hits bear a star; i = inactive; x = no result given; & = joins results of further samples. This is a subset. The share of hits here may be higher or lower than overall.

SMILES	3CLpro inhibitor	MazF activator	VHR inh abs	SSB-PriA inh	Y pestis TopoI	CCHFV vOTU inh	Rv3671c protease	TcdB inh	BH1578 lux ind	PrPC surface inh
N#CC(C(=O)Nc1ccccc1)=C1Nc2ccccc2N1	1	2	-26	4	-7	3	3	x	i	-5
COc1cc(/C=C2\SC(=S)N(CCC(=O)N3CCN(C)CC3)C2=O)cc(OC)c1OC	-4	6	22	-2	21	5	-27	1.1	-0.2	-4
CCCCn1c(N)c(N(CC(C)C)C(=O)c2cnc(C)cn2)c(=O)[nH]c1=O	x	4	x	-8	0	-8	4	1.5	i	1
COc1ccc(-c2ccccc2)cc1NC(=O)c1cccs1	3	-4	2	-25	6	7	-8	-0.2	-0.6	-15
CCOC(CCNC(=O)c1cn(CC(C)C)c(=O)c2c1c1ccccc1n2C)OCC	-5	5	21	-7	8	2	-2	0.6	-0.6	1
CCNC(=O)CC1C(=O)N(c2ccc(C)cc2)C(=O)N1CCc1sccc1C (stereo unspecified)	-1	-1	17	-6	-3	-3	-6	1.0	-0.6	-3
CCCCNC(=O)C1(C)CCCCN1C(=O)c1ccc2c(c1)C(C)(C)CCC2(C)C (stereo unspecified)	x	x	x	x	20	10	x	1.2	i	13
C=CCn1c(SCC(=O)Nc2ccc3c(c2)CCC3)nc2ccccc2c1=O	1	9	2	-4	7	11	-5	-5.9	i	5
O=C(c1ccc(Cn2c(=O)[nH]c3ccsc3c2=O)cc1)N1CCN(c2ccccc2)CC1	-2	2	16	-6	30	20	10	1.4	i	5
O=[N+]([O-])c1cccc2c3c([nH]c12)CCCC3	4	6	43	18	-2	-9	-9	1.0	-0.7	1
C=CCN(C(=O)CNC(=O)c1ccco1)C(C(=O)NC1CCCCC1)c1ccc(OC)cc1OC (stereo unspecified)	-1	4	8	-3	-8	3	-1	x	-5.9	-5
COC(=O)CSc1nc2ccccc2n1CC(=O)N(C(C)C)C(C)C	-8	-3	52*	-4	0	14	-3	x	i	9
COc1ccc(-c2ccccc2NC(=O)C2CCCN(Cc3ccc(C)o3)C2)cc1 (stereo unspecified)	-2	-10	-17	-9	35	21	7	0.2	-0.8	-1
CCC1(C)CC(C(N)=S)CCO1 (stereo unspecified)	6	4	5	-7	3	-2	-5	1.8	-1.1	-8
COc1ccc(S(=O)(=O)N(C)CC(=O)N2CCN(c3ccccc3)CC2)cc1	1	-6	-3	-9	8	-13	-5	-0.3	-0.4	-9
O=C(Nc1nc(-c2ccc([N+](=O)[O-])cc2)cs1)C1=COCCO1	x	5	x	1	0	4	x	0.5	-0.3	-25
Cc1ccc(-n2c(C)cc(C(=O)Cn3nc(C(=O)O)c4ccccc4c3=O)c2C)cc1	-4	-23	9	3	79*	14	-24	-0.4	-0.2	-5
COc1ccc(-c2cc(-c3ccc(Cl)cc3)n[nH]2)c(O)c1	6	10	6	-14	-13	11	1	0.1	i	-2
CCOC(=O)Cc1csc(NC(=O)CCCCCN2C(=O)c3cccc4cccc(c34)C2=O)n1	1	-30	x	-2	-5	1	-1	x	0.3	-1
COCC1COS(=O)(=O)NC1(C)C (stereo unspecified)	-2	4	20	-1	-4	13	10	-9.4	i	6
CC(=O)c1ccc(NC(=O)CSc2nc(C)cc(C)c2C(N)=O)cc1	1	10	62	7	-15	9	-2	-0.4	-1.0	6
Nc1ccc(N(c2ccccc2)c2ccc(N)cc2)cc1	-3	-2	35	42*	4	0	-4	x	-0.3	-7
O=C(NC(=O)c1ccncc1)NC(c1ccccc1)c1ccccc1	1	9	27	-14	24	8	-11	-1.4	-6.7	4
C[C@H](NC(=O)C1(c2ccccc2)CCN(C(=O)[C@H]2CSCN2C(=O)OC(C)(C)C)CC1)C(=O)O	-6	7	35	-22	4	-20	1	x	i	-2
CCOC(=O)c1c(NC(C)=O)sc2c1CCCNC2=O	-2	5	-16	0	-1	4	0	x	i	0
Next part:
SMILES	3CLpro inhibitor	MazF activator	VHR inh abs	SSB-PriA inh	Y pestis TopoI	CCHFV vOTU inh	Rv3671c protease	TcdB inh	BH1578 lux ind	PrPC surface inh
CC(C)Oc1cccc(C(=O)N/N=C/c2ccoc2)c1	2	4	4	x	1	-21	x	0.3	-0.2	2
O=S(=O)(CC(CN1CCCC1)N1CCCC1)c1ccc2ccccc2c1 (stereo unspecified)	-8	3	35	2	5	0	-6	x	6.2	-2
O=C(CCc1ccccc1)Nc1ccc(S(=O)(=O)N2CCCC2)cc1	1	-1	-7	-11	5	-5	-21	0.2	-0.2	4
COc1ccc(-c2cc(C(=O)Nc3ccc(Br)cc3)no2)cc1	-2	-8	13	-3	-1	-5	-4	0.0	-7.7	2
COc1cc(Br)cc(CN2CCN(C)CC2)c1O	1	1	7	-23	-10	x	4	-1.7	i	x
O=C(NCC1CC1)c1onc(CSc2ccc(F)cc2)c1C(=O)NCC1CC1	x	1	x	-18	-4	0	-1	0.2	2.4	1
CCN(CC)c1ccc(S(=O)(=O)N2CCOCC2)cc1NC(=O)CSc1nncs1	x	-1	x	-3	7	x	0	x	-1.4	x
Cn1cc(C(=O)NC2CCCCCCC2)c(=O)c2cc(S(=O)(=O)N3CCCC3)ccc21	-4	5	-16	-12	0	-4	0	x	0.4	1
CCCNC(=O)c1ccc(-c2nn(C)c(=O)c3ccccc23)cc1	-3	11	43	-18	4	-2	-4	-4.0	0.0	-4
CC[C@]1(C(=O)OC)[C@H]2C(=O)N(Cc3ccccc3)C(=O)[C@H]2[C@H]2CN=C(SCc3ccc(C(=O)OC)cc3)N21	x	2	x	-9	24	3	x	1.4	i	-7
COc1ccc(C(=O)Cn2ccsc2=NC(C)=O)cc1	3	3	14	-4	4	1	3	x	0.5	1
CCOC(=O)/C=C1\SCC(=O)N1CCOc1cccc(Br)c1	-4	3	-13	-9	1	0	11	x	-25	-5
CCOC(=O)c1ccc(N=Nc2c(C)[nH]n(-c3ccccc3)c2=O)cc1	3	8	1	5	-1	-4	2	0.2	-0.9	1
COc1ccc(N2C(=O)C(Cl)=C(N3CCN(Cc4ccccc4)CC3)C2=O)cc1	-1	-12	5	17	12	x	x	1.4	-0.5	x
CCCCOC(=O)Nc1ccc(N(C)C)cc1	3	1	1	18	-6	-12	2	-46	-0.3	4
O=C(Nc1cccc(C(=O)N2CCOCC2)c1)c1ccccc1Br	-2	2	-2	0	1	10	-5	0.7	1.6	0
CCC(=O)NNC(=O)CCC(=O)Nc1cccc(Cl)c1C	-1	1	22	-3	-16	-3	-1	2.0	0.1	4
CCOc1cc(/C=N\NC(=O)c2ccc(C)nc2)ccc1OC(=O)c1ccc(F)cc1	-4	2	31	x	-3	13	-23	1.5	-0.3	0
COc1ccc(NC(=O)CN(C)C(=O)c2sc3cc(Cl)ccc3c2Cl)cc1	x	-3	x	-3	36	0	-10	-1.7	-1.8	0
CCc1ccccc1N1C(=O)CC(Sc2nccc(C)n2)C1=O (stereo unspecified)	-2	3	-25	2	3	-9	5	2.8	i	5
CCS(=O)(=O)NC(=O)C1(C)CCN1C(=O)C1(c2ccc(Cl)cc2)CC1 (stereo unspecified)	x	x	x	x	5	-1	x	-0.9	i	4
C=CCn1c(=N)c(C(=O)NCCCOC)cc2c(=O)n3ccccc3nc21	-8	5	32	-4	-1	-272	-3	x	-0.3	-38
Brc1cccc(OCCN2CCCCC2)c1	2	-1	-2	0	-4	4	8	x	-0.6	10
CN(C)c1ccc(NC(=O)COC(=O)Cn2nnc3ccccc32)cc1	4	3	8	9	4	10	-10	x	-0.3	4
CCc1ccc(OCC(=O)OCC(=O)c2c(N)n(C)c(=O)n(C)c2=O)cc1	4	3	23	5	-3	3	-9	0.9	1.2	-4
Next records follow:
SMILES	3CLpro inhibitor	MazF activator	VHR inh abs	SSB-PriA inh	Y pestis TopoI	CCHFV vOTU inh	Rv3671c protease	TcdB inh	BH1578 lux ind	PrPC surface inh
COc1cccc(C(O)c2cnc(C(C)C)n2C)c1 (stereo unspecified)	-1	5	29	0	-10	-3	0	0.0	-0.3	-1
CCO[C@@H]1OC(C(=O)N2CCN(Cc3ccc4c(c3)OCO4)CC2)=C[C@H](c2csc3ccccc23)[C@H]1CCCO	-1	11	10	6	2	x	-10	1.6	i	x
Cc1cccc(-c2cc(C(=O)Nc3c(C)n(C)n(-c4ccccc4)c3=O)c3ccccc3n2)c1	-1	6	23	5	16	-8	8	0.5	0.0	-8
O=C(CSc1n[nH]c(-c2ccccc2Cl)n1)NCc1cccc(C(=O)O)c1	-4	6	15	-8	-4	2	-8	1.3	i	4
CCOc1ccc(/C=C2\CCC(C3CCCC3)C2=O)cc1 (stereo unspecified)	1	1	20	-16	2	12	-5	0.1	-0.8	-6
CCOC(=O)N1CCN(c2nc(-c3cccs3)cc(C(F)(F)F)n2)CC1	-2	-9	6	-10	3	0	1	x	-0.4	0
Cc1ccc(NS(=O)(=O)c2cccc(C(=O)NNC(=O)NC3CCCCC3)c2)c(C)c1	0	2	-4	1	14	1	0	0.9	-0.8	7
CC1(C(=O)Nc2nccs2)Cc2ccccc2C(=O)O1 (stereo unspecified)	8	-1	3	-10	-1	6	-1	x	-0.4	-5
CCN(c1ccccc1)c1nc2nonc2nc1NCCO	-1	9	5	-5	4	0	1	0.4	i	-6
C/C(=N\NC(=O)c1nnn(-c2nonc2N)c1CN(C)c1ccccc1)c1cccs1	3	9	-20	x	8	-5	-10	0.9	i	2
CCn1cc(-c2n[nH]c(=S)n2-c2ccc(C)cc2Br)c(=O)c2ccc(C)nc21	2	3	6	-15	-4	-6	-7	1.4	0.9	-1
Cc1nc(N2CCN(c3ccccn3)CC2)c2c(C)c(C(=O)Nc3ccc(Cl)cc3)sc2n1	0	-9	10	-2	2	4	2	0.5	i	1
CCOC(=O)C1(Cc2ccc(OC)cc2)CCN(C(=O)CC2CCC(=O)N2)CC1 (stereo unspecified)	0	2	0	-1	-1	2	-3	1.4	i	-4
CC(C)(C)NC(=O)c1ccc(C(=O)NC(C)(C)C)cc1	1	-4	16	-7	x	x	x	x	x	x
C/C(=N\NC(=O)C(=O)Nc1cccc(C(F)(F)F)c1)c1ccc(Cl)s1	0	-3	17	x	4	1	7	x	-0.4	-2
O=c1[nH]n(-c2ccc([N+](=O)[O-])cc2)c(=O)c2ccccc12	2	9	7	3&-1	8	2	26	-2.5	2.8	10
CC(=O)Nc1ccc(S(=O)(=O)N2CCC(C(=O)NC3CCCC3)CC2)cc1	1	8	3	7	-6	12	-6	-0.8	3.1	5
CNC(=O)c1ccc(NC(=O)CN2c3cccc4cccc(c34)S2(=O)=O)cc1	x	11	x	1	-4	-14	5	0.1	0.7	-6
Cc1cc2oc(=O)cc(CN3CCOCC3)c2cc1O	-1	7	15	11	-1	-4	5	-1.3	-6.7	-6
COc1ccc(Cl)cc1NC(=O)CN(C)C(=O)c1cccc(S(=O)(=O)N2CCN(C)CC2)c1	x	4	x	-11	0	1	-5	1.4	-1.4	4
O=[N+]([O-])c1ccc(N2CCNCC2)cc1N1CCCCCC1	4	2	6	25	-6	23	2	0.3	-0.5	-27
CCCCSCCCNC(=O)c1ccc(CS(=O)(=O)c2ccc(OC)cc2)o1	4	6	24	14	9	4	4	0.2	-0.5	11
CSCC[C@H](NC(=O)OC(C)(C)C)c1nnc(SCC(N)=O)o1	-3	18	18	-10	-5	0	-2	x	i	1
O=C(CSc1nnnn1C1CCCC1)N1CCCc2ccccc21	11	5	22	-8	2	14	-1	x	1.5	6

Some of the entries so far, in markdown:
| SMILES | 3CLpro inhibitor | MazF activator | VHR inh abs | SSB-PriA inh | Y pestis TopoI | CCHFV vOTU inh | Rv3671c protease | TcdB inh | BH1578 lux ind | PrPC surface inh |
| --- | --- | --- | --- | --- | --- | --- | --- | --- | --- | --- |
| CSCC[C@H](NC(=O)OC(C)(C)C)c1nnc(SCC(N)=O)o1 | -3 | 18 | 18 | -10 | -5 | 0 | -2 | x | i | 1 |
| Cc1nc(N2CCN(c3ccccn3)CC2)c2c(C)c(C(=O)Nc3ccc(Cl)cc3)sc2n1 | 0 | -9 | 10 | -2 | 2 | 4 | 2 | 0.5 | i | 1 |
| CCOc1ccc(/C=C2\CCC(C3CCCC3)C2=O)cc1 (stereo unspecified) | 1 | 1 | 20 | -16 | 2 | 12 | -5 | 0.1 | -0.8 | -6 |
| CNC(=O)c1ccc(NC(=O)CN2c3cccc4cccc(c34)S2(=O)=O)cc1 | x | 11 | x | 1 | -4 | -14 | 5 | 0.1 | 0.7 | -6 |
| CCN(c1ccccc1)c1nc2nonc2nc1NCCO | -1 | 9 | 5 | -5 | 4 | 0 | 1 | 0.4 | i | -6 |
